Screening data from PubChem.
Nrf2 activator = Nrf2 pathway activation; AREc32 ARE-luciferase reporter (MCF7-derived line), luminescence, 24 h; Potency, µM (doses to about 46.1 µM), inactives show at the top dose activation, actives largely listed as activators; 0.31% of 410,000 active; AID 624171; note: potency is the fitted concentration of half-maximal effect; % of control where 0% means no effect; nearly all actives have a fitted effect of over 65% in size
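Reporter line AREc32 (ARE-Fluc), seeded overnight in OPTI-MEM with 5% FBS; compound pin-transferred, 24 hr at 37 deg C, 5% CO2; luminescent read-out.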
TGFb inhibitor = TGF-b pathway inhibition. HepG2 CAGA-GFP TGF-b/SMAD3 reporter, GFP fluorescence, 18 h; TGF-beta stimulated, 500 pg/mL final. Potency, µM (titrated, usually from 46.1 µM), for the others: top-dose activity, negative = inhibition, most hits filed as inhibitors. 1.2% of 410,000 active. AID 588855; note: potency is the fitted concentration of half-maximal effect; % is set by controls: 0 for no effect and ±100 for the full control effect; nearly all actives have a fitted effect of over 65% in size
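GFP signal (ex488/em500-530) from TGF-beta-stimulated HEPG2 CAGA-GFP cells, 500 pg/mL final, 18 h at 37 degrees C in DMEM plus 1% FBS, normalized to unstimulated and DMSO-stimulated controls.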
A549 tox = counter-screen for Nrf2 inhibitors: cytotoxicity in A549 cells. A549 ARE-Fluc cells, CellTiter-Fluor viability, 18-24 h. Potency, µM (doses to about 46 µM), for inactives: at the top dose activity change, negative = cytotoxicity, hits mostly inhibitors. 0.16% of 390,000 active; note: potency is the fitted concentration of half-maximal effect; % is set by controls: 0 for no effect and ±100 for the full control effect
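A549 ARE-Fluc cells in 5% FBS OPTI-MEM, 5000 cells/well, rested 2 h then exposed to compounds in concentration-response for 18-24 h at 37 °C. Viability by CellTiter-Fluor fluorescence (Ex 405/Em 525) after 30 min; luciferase luminescence (BugLite, 15 min, RT) read afterwards.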
CCT modulator = changes cytosolic chaperonin activity. purified chaperonin ATPase assay, HTRF ADP detection, 30 min. activity change, % (concentration not given with the values), hits read low. 0.3% of 360,000 active. AID 651819; in the data active = activity change below about -30%; note: % is set by controls: 0 for no effect and ±100 for the full control effect
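Nucleotide hydrolysis assay: TRiC at 20–40 nM final (set by batch activity) with 10 uM ATP, 30 min at 37 °C, in presence of 76 uM compound. Detection by competitive ADP HTRF, 30 min ambient.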
Nrf2 inh = Nrf2 pathway inhibition; A549 ARE-Fluc reporter, luciferase luminescence, 18-24 h; Potency, µM (top dose mostly 46 µM), for inactives: top-dose activity change, negative = inhibition, actives largely listed as inhibitors; 2.1% of 360,000 active; note: potency is the fitted concentration of half-maximal effect; % is set by controls: 0 for no effect and ±100 for the full control effect; nearly all actives have a fitted effect of over 60% in size
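Cells were seeded and rested 2 h, then exposed to compounds for 18-24 h. CellTiter-Fluor was read first as a viability measure. BugLite was added 15 min before the final luminescent read of ARE-luciferase activity in A549 cells.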
ATXN viability = viability counter-screen for ATXN expression inhibitors; S2 cells (HEK-293 line with an ATXN2-luciferase reporter) viability, CellTiter-Fluor protease fluorescence, 24 h; Potency, µM (doses to about 56.7 µM), most hits filed as cytotoxic; 0.49% of 400,000 active; AID 651635; note: potency is the fitted concentration of half-maximal effect; nearly all actives have a fitted effect of over 40% in size
Akt phos inh = blocks phosphorylation of Akt | Neuro2A IGF-stimulated pAkt S473 HTRF, 20 min; active compounds read low | activity change, % for hits at 50 µM | 0.32% of 360,000 active | AID 651550; in the data active = activity change below about -80%; inconclusive = mostly about -51% to -80%; note: % is set by controls: 0 for no effect and ±100 for the full control effect
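Neuro2A cells (4,500/well, DMEM with 0.5% FBS) were treated with compound at a single 50 µM final concentration, stimulated with 6 nM IGF for 20 min at 37 °C, and lysed. Phospho-Akt Ser473 was read by HTRF as 665/615 ratio ×10^4.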
Mm-Cpn inhibitor = blocks the Methanococcus maripaludis chaperonin Mm-Cpn. Potency, µM (top dose mostly 76.9 µM), for inactives: top-dose activity, negative = inhibition, hits mostly inhibitors. purified Mm-Cpn ATPase, ADP Transcreener TR-FRET. 0.031% of 330,000 active; note: potency is the fitted concentration of half-maximal effect; % is set by controls: 0 for no effect and ±100 for the full control effect; nearly all actives have a fitted effect of over 80% in size
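ATPase turnover read by TR-FRET ADP competition (Eu cryptate antibody/ADP-d2, 665/590 nm): 10uM ATP final, 25nM Mm-CPN final, 30 min 37degC after 10-min compound preincubation, pH 7.4 Tris/KCl/MgCl2/DTT buffer.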
HepG2 tox = kills HepG2 cells in TGF-b inhibitor counter-screen; 0.76% of 410,000 active; HepG2 CAGA-GFP viability, ATP luminescence, 18 h; AID 588856; Potency, µM (top dose mostly 46.1 µM), without a hit: at the top dose activity change, negative = cytotoxicity, most hits filed as cytotoxic; note: potency is the fitted concentration of half-maximal effect; some results filed as inactive show a strong effect at the top dose
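CellTiter-Glo luminescence gave cytotoxicity after 18 hours at 37 degrees C. The cells were HepG2 CAGA-GFP in 1% FBS DMEM, stimulated with 500 pg/mL TGF-beta after compound addition. %Activity was normalised to no-cell wells (complete cell-killing) and DMSO (no toxicity), and curves were fitted and classified.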
Numbers without * were called inactive; i = inactive; ? = inconclusive; . = no result given. Unless noted, calls come from the whole dose curve; as a rule, active = well fitted curve in the direction sought with a large enough effect; inconclusive = small, poorly fitted or top-dose-only effect, or another doubt; inactive = no such curve, though single readings can be large; an effect the other way counts as inactive or inconclusive.

(1) O=C(CCC1CCCCC1)NCCN1C2=NC[C@@H](Cc3ccccc3)N2C[C@H]1Cc1ccc(O)cc1
(2) N#Cc1c2n(c3c(=S)nc[nH]c13)CCCCC2
(3) CC1CCCCC12NC(=O)N(CC(=O)Nc1ccccc1-c1ccccc1)C2=O (stereo not drawn)
(4) Cc1ccnc2nc(C(=O)Nc3nccs3)nn12
(5) COC(=O)C1=C(C)NC(C)=C(C(=O)OC)C1c1ccccc1OCc1c(C)no[n+]1[O-]
(6) CCOC(=O)C(NC(C)=O)(N1CCc2ccccc2C1)C(F)(F)F (stereo not drawn)
(7) Cc1ccc(OCC(=O)N/N=C/c2cn(Cc3ccccc3)c3ccccc23)cc1
(8) COc1ccc(S(=O)(=O)Nc2ccccc2SC)cc1C
(9) COc1ccc(NC2CCCN(C(=O)c3c(C)noc3C)C2)cc1 (stereo not drawn)
(10) Cc1ccc(S(=O)(=O)N(C)c2ccc(OCC(=O)OCc3ccc(C#N)cc3)cc2)cc1

entry no.	1	2	3	4	5	6	7	8	9	10
Nrf2 activator	-3.8%	-0.6%	0.0%	2.3%	3.8%	2.3%	5.9%	1.9%	-0.1%	0.6%
TGFb inhibitor	?	-17%	0%	-2%	-18%	-12%	?	-15%	0%	-5%
A549 tox	3%	?	-1%	3%	2%	-1%	-2%	.	?	1%
CCT modulator	-0.1	-3.8	0.4	-1.0	-4.8	0.4	0.0	-1.6	1.5	-0.3
Nrf2 inh	18%	-23%	-2%	?	?	2%	-8%	?	-3%	15%
ATXN viability	?	i	i	i	i	i	?	i	i	?
Akt phos inh	i	i	i	i	i	i	i	i	i	i
Mm-Cpn inhibitor	.	2%	-2%	0%	-1%	-18%	0%	0%	-4%	-3%
HepG2 tox	-62%	-4%	-19%	19%	-11%	2%	-57%	4%	-6%	-1%

(11) COc1ccc(-c2nn3c(-c4ccccc4C)nnc3c3ccccc23)cc1
(12) CC1CCCC(NC(=S)NC(=O)c2cncc(Br)c2)C1C (stereo not drawn)
(13) CN1C(=O)N(CC(=O)Nc2ccc3c(c2)OCO3)C(=O)C12CCCCC2
(14) CCOC(=O)c1c(NC(=O)COC(=O)c2ccncc2)sc(C)c1C
(15) Cc1ccc(Nc2ccc([N+](=O)[O-])cn2)cc1Cl
(16) Cc1ccc(CC(=O)NCc2ccc(Cl)cc2)cc1
(17) CC(C)(C)NC(=O)Nc1ccc(Br)cc1
(18) CCOC(=O)C(=O)c1c(-c2ccc(C)cc2)nc2ccccn12
(19) CCSc1ccc2cc(OC)ccc2[n+]1CC
(20) Cc1ccc(NC(=O)C(Cc2ccccc2)n2cccc2)c(C)c1 (stereo not drawn)

entry no.	11	12	13	14	15	16	17	18	19	20
Nrf2 activator	-5.3%	-0.1%	6.1%	-0.3%	4.0%	-1.3%	-0.7%	-0.8%	0.3%	3.3%
TGFb inhibitor	?	-1%	0%	-3%	-16%	-17%	5%	-20%	5%	-20%
A549 tox	-19%	-7%	.	3%	-13%	-5%	0%	0%	-24%	11%
CCT modulator	.	3.0	-1.9	-0.5	-0.7	0.5	-1.3	-2.4	-0.7	.
Nrf2 inh	?	15%	.	3%	-11%	13%	4%	2%	16µM*	-2%
ATXN viability	.	i	i	i	i	?	i	i	i	.
Akt phos inh	.	i	i	i	i	i	i	i	i	.
Mm-Cpn inhibitor	.	0%	.	-4%	0%	0%	-1%	-1%	-2%	.
HepG2 tox	-105%	-3%	4%	6%	-39%	-20%	-2%	-28%	-7%	-22%

(21) CCOc1ccc2c(c1)c(=O)c(C(=O)c1ccc(CC)cc1)cn2CC(=O)Nc1ccccc1OC
(22) CC(C)(C)C(=O)N1CCC[C@@]1(CO)C(=O)O
(23) O=C(NC1CCCC1)C(c1cccnc1)N(C(=O)c1csnn1)C1CCCC1 (stereo not drawn)
(24) COc1cccc(NC(=O)CSc2nnc(NC(=O)NC3CCCCC3)s2)c1
(25) Cc1ccc(Oc2ccccc2/C=N/O)cc1
(26) CC1CCCCN1C(=O)COC(=O)c1cc(-c2cccs2)nn1-c1ccccc1 (stereo not drawn)
(27) COC(=O)[C@@H](Cc1c[nH]c2ccccc12)NC(=O)c1cc(=O)[nH]c2ccccc12
(28) CSCCC(NC(=O)c1cccc(C)c1)C(=O)NNC(=O)c1cccs1 (stereo not drawn)
(29) COc1ccc(C(=O)NNC2=C(C(=O)C(F)(F)F)CCC2)cc1
(30) CC1CC(C)CN(C(=O)c2cccc(S(=O)(=O)N3c4ccccc4CC3C)c2)C1 (stereo not drawn)

entry no.	21	22	23	24	25	26	27	28	29	30
Nrf2 activator	-0.3%	0.2%	-0.6%	4.6%	0.6%	0.4%	-0.7%	2.8%	8.2%	0.4%
TGFb inhibitor	-12%	3%	2%	?	-1%	6%	-27%	3%	8.9µM*	?
A549 tox	5%	-2%	17%	-5%	0%	-2%	0%	2%	-17%	-9%
CCT modulator	.	-1.0	-0.3	.	-1.5	-1.1	1.3	-2.9	1.9	0.0
Nrf2 inh	-3%	6%	-5%	.	10%	24%	?	-2%	?	?
ATXN viability	?	i	i	.	i	.	i	i	i	i
Akt phos inh	.	i	i	.	i	i	i	i	i	i
Mm-Cpn inhibitor	.	2%	?	.	-1%	-5%	0%	0%	2%	0%
HepG2 tox	3%	11%	-25%	-21%	-26%	-4%	-16%	-27%	-50%	-2%

(31) Cc1cccn2c(=O)c3cc(C(=O)NCCN4CCOCC4)c(=N)n(CCN4CCOCC4)c3nc12
(32) O=C(Cc1cccc2ccccc12)N/N=C/c1ccc(OC(=O)/C=C/c2ccco2)cc1
(33) COc1ccc(C2CC(=O)c3cnc(NC(=O)c4ccco4)nc3C2)cc1 (stereo not drawn)
(34) Cc1ccc(S(=O)(=O)N2CCCCC2)cc1NC(=O)CSc1nnnn1C
(35) c1ccc(-c2ccc(-c3cn4c(n3)CCC4)cc2)cc1
(36) COc1ccc(OC)c2sc(NC(=O)CCS(=O)(=O)c3ccccc3)nc12
(37) Cn1c(NC(=O)c2ccccc2)nc2ccccc21
(38) CCN(CC)C(=O)c1sc(NC(=O)c2ccco2)c(C#N)c1C
(39) CCn1c(SCC(=O)c2ccc(O)c(O)c2)nnc1-c1ccccc1
(40) COc1ccc(-c2n[nH]c(C)c2-c2ccccc2OC)c(O)c1

entry no.	31	32	33	34	35	36	37	38	39	40
Nrf2 activator	3.8%	9.4%	4.5%	1.3%	0.1%	5µM*	18%	3.9%	4.2%	5.6%
TGFb inhibitor	-1%	1%	-7%	-5%	-7%	?	-24%	6%	-5%	?
A549 tox	-15%	-7%	-6%	6%	-7%	-9%	0%	-4%	-13%	0%
CCT modulator	-1.2	-0.1	-1.9	0.4	-1.8	0.6	0.6	-1.8	-1.3	-5.9
Nrf2 inh	5%	?	6%	?	?	?	?	2%	?	0%
ATXN viability	i	i	i	i	i	?	i	i	i	i
Akt phos inh	i	i	i	i	i	i	i	i	i	i
Mm-Cpn inhibitor	-2%	2%	-5%	1%	-6%	.	-3%	1%	3%	3%
HepG2 tox	-7%	-13%	-11%	18%	-11%	21%	-36%	-2%	-35%	-35%

(41) CC(C)(C)NC(=O)C(=O)NNC(=O)c1cccc([N+](=O)[O-])c1
(42) COc1ccc(Cl)cc1NC(=O)NCCc1c(C)nn(C)c1C
(43) COCCNc1nc2c(-c3cccc(C(F)(F)F)c3)nnn2c2ccccc12
(44) CS(=O)(=O)c1ccc2nc(NC(=O)c3cccs3)sc2c1
(45) CCN(CC)S(=O)(=O)c1ccc2c(c1)nc(SCC(=O)N1CCOCC1)n2-c1ccccc1OC
(46) CCOc1ccc(-c2nc(N)ncc2-c2ccccc2)c(O)c1

entry no.	41	42	43	44	45	46
Nrf2 activator	2.8%	-1.0%	?	-1.8%	0.5%	0.1%
TGFb inhibitor	?	-18%	-12%	-22%	?	2%
A549 tox	3%	1%	3%	-4%	-12%	18%
CCT modulator	-6.1	.	-1.5	-1.2	-0.8	-0.8
Nrf2 inh	10%	.	-12%	.	?	-30%
ATXN viability	i	i	.	i	i	i
Akt phos inh	i	.	i	i	i	i
Mm-Cpn inhibitor	-10%	.	-2%	-3%	1%	-1%
HepG2 tox	-9%	-4%	-17%	10µM*	-7%	-16%

Excerpt: entries 1–6
(1) O=C(CCC1CCCCC1)NCCN1C2=NC[C@@H](Cc3ccccc3)N2C[C@H]1Cc1ccc(O)cc1
(2) N#Cc1c2n(c3c(=S)nc[nH]c13)CCCCC2
(3) CC1CCCCC12NC(=O)N(CC(=O)Nc1ccccc1-c1ccccc1)C2=O (stereo not drawn)
(4) Cc1ccnc2nc(C(=O)Nc3nccs3)nn12
(5) COC(=O)C1=C(C)NC(C)=C(C(=O)OC)C1c1ccccc1OCc1c(C)no[n+]1[O-]
(6) CCOC(=O)C(NC(C)=O)(N1CCc2ccccc2C1)C(F)(F)F (stereo not drawn)

entry no.	1	2	3	4	5	6
Nrf2 activator	-3.8%	-0.6%	0.0%	2.3%	3.8%	2.3%
TGFb inhibitor	?	-17%	0%	-2%	-18%	-12%
A549 tox	3%	?	-1%	3%	2%	-1%
CCT modulator	-0.1	-3.8	0.4	-1.0	-4.8	0.4
Nrf2 inh	18%	-23%	-2%	?	?	2%
ATXN viability	?	i	i	i	i	i
Akt phos inh	i	i	i	i	i	i
Mm-Cpn inhibitor	.	2%	-2%	0%	-1%	-18%
HepG2 tox	-62%	-4%	-19%	19%	-11%	2%
